Screening results: PubChem, The Scripps Research Institute Molecular Screening Center
GalR3 antag: human GalR3 antagonism; O60755; HEK293 GalR3-CNG cAMP membrane potential fluorescence; galR3 body fused to GalR1 C-terminus; inhibition, % at 3 µM; actives 0.44% (n = 360,000);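 active = inhibition above the screen-wide average plus 3 SD, cut at about 13% in these data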;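 also: forskolin and galanin both at EC90 stimulate the cells; cAMP rise reported by CNG channel membrane potential dye signal; 0% = forskolin plus galanin with DMSO and 100% = forskolin alone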
Target sequence (O60755 1-299 limits assumed): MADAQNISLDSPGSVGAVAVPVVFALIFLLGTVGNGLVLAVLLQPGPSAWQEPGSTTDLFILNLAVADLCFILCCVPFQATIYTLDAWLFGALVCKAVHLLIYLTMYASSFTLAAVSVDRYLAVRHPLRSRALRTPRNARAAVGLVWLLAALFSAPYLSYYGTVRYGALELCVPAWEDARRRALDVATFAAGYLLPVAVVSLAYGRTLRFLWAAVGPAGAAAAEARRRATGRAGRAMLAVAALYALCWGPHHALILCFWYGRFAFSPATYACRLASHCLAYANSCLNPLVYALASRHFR
* hit, by the source's call.

SMILES | GalR3 antag
C[C@H](CO)N1C[C@H](C)[C@H](CN(C)S(=O)(=O)c2ccccc2)OCc2cnnn2CCCC1=O | -5
C[C@H](NC(=O)c1ncn2c1C(=O)N[C@@H](C)C2)C(=O)OC(C)(C)C | -5
COc1ccc(C=NN=C2c3ccccc3-c3ccccc32)cc1O | -3
O=C(Nc1ccccn1)C1CCN(C(=O)c2ccc(Cl)cc2)CC1 | -2
CCOC(=O)C1(C)CCCN(C(=O)c2ccccc2)C1 (centres undefined) | 1
CCc1nc2ccc(C(=O)N(C)Cc3ccco3)cn2c1N(C)Cc1ccc(OC)cc1 | -7
CC(C)NC(=O)Nc1ccc2c(c1)C(=O)N([C@H](C)CO)C[C@H](C)[C@@H](CN(C)C(=O)NC(C)C)O2 | -2
CN1CCN(c2ncnc3c2ncn3[C@H]2CN(Cc3ccccc3)C[C@@H](CO)O2)CC1 | -4
Cc1cn([C@H]2C[C@H](O)[C@@H](CCC(=O)NCC(c3ccccc3)c3ccccc3)O2)c(=O)[nH]c1=O | 2
COC(=O)[C@]12C[C@H](CC(=O)NCc3cccs3)C(=O)N(CCC3=CCCCC3)C1=C[C@H](C(C)(C)C)O[C@@H]2C | -5
COc1ccc(-c2cc(NC=O)c3ncc(-c4ccc(OC)c(OC)c4)n3c2)c(OC)c1 | 44*
COc1ccc(CN2C(=O)C(CC(=O)NCCCN(C)C)CC(C(=O)N3CCOCC3)=C2C)cc1 (centres undefined) | -2
CC1=C(C(=O)N(C(C)C)C(C)C)CC(CC(=O)NCC2CCCCC2)C(=O)N1Cc1ccc(F)cc1 (centres undefined) | -1
CC1(C(=O)NS(=O)(=O)Cc2ccccc2)CCN1C(=O)c1ccc(C2CCCCC2)cc1 (centres undefined) | 0
COc1ccc(-c2ccc(C(=O)Nc3ccc(Cl)cc3)c3occc23)c(C)c1 | -8
COc1ccc(NC(=O)/C(N=Nc2cccc(S(=O)(=O)Nc3ccc(SC(F)F)cc3)c2)=C(\C)O)cc1 | -3
CCCCCCN1CCN(C2CN(Cc3ccc(C)cc3)S(=O)(=O)C2)CC1 (centres undefined) | -8
CC(C)=CCC[C@H](C)CC1Cc2[nH]c(=S)[nH]c(=O)c2C(c2ccc(F)cc2)O1 (some centres undefined) | -2
Cc1cccnc1C(NC(=O)C1CCN(Cc2ccc(Cl)cc2)CC1)c1ccc(F)cc1 (centres undefined) | -1
O=C(COc1ccccc1Cl)N1CCNC1=O | -6
Nc1nc(N)c2c(ccc3c2ccn3Cc2cccc([N+](=O)[O-])c2)n1 | -8
COC(=O)Cc1nnn2c1[C@@H](C)[C@@H](c1ccccc1Br)OC[C@@H]2c1ccccc1 | -6
CN1CCN(S(=O)(=O)c2ccc(N3CCN(c4ccccc4O)CC3)c([N+](=O)[O-])c2)CC1 | -2
COc1cc(C)ccc1S(=O)(=O)NC(=O)C1(C)CCN1C(=O)Cc1ccccc1Cl (centres undefined) | -1

Continued (2 carried over from the part before).
SMILES | GalR3 antag
CN1CCN(S(=O)(=O)c2ccc(N3CCN(c4ccccc4O)CC3)c([N+](=O)[O-])c2)CC1 | -2
COc1cc(C)ccc1S(=O)(=O)NC(=O)C1(C)CCN1C(=O)Cc1ccccc1Cl (centres undefined) | -1
COC(=O)C1=CN(c2ccc3c(c2)OCO3)C(N)=C(C#N)C1c1ccc(-c2ccccc2)cc1 (centres undefined) | -6
Fc1cccc(Cc2c(-c3cccc(Br)c3)nc3ccc(Cl)cn23)c1 | 4
O=C(C(=O)N1CCN(S(=O)(=O)c2ccc(Cl)cc2)CC1)c1cccc(C(F)(F)F)c1 | -3
COc1cccc(C=Cc2nccc3ccccc23)c1OC | -3
COCCN(CCOC)C(=O)[C@H](CCc1ccccc1)NC(=O)[C@H]1O[C@@H](n2cnc3c(N)ncnc32)[C@H](O)[C@@H]1O | -6
O=C(O)c1ccc(COc2ccc([N+](=O)[O-])cc2Cl)cc1 | 1
CC1(C(=O)Nc2ccc3c(c2)OCCO3)CCN1Cc1ccc2ccccc2c1 (centres undefined) | -3
CN(Cc1ccccc1)C(=O)[C@@H]1CCCN1C(=O)OC(C)(C)C | -2
CCOc1ccc(Cl)cc1-c1cc(C(=O)Nc2ccc(C(C)C)cc2)[nH]n1 | -1
O=C(O)C1=CC2C=C(Cl)C=CC2OC1=O (centres undefined) | 0
CCc1nc2ccc(C(=O)NCCOc3ccc(OC)cc3)cn2c1N(C)C(=O)Cc1ccccc1 | -6
CCOC1CCCc2oc(-c3ccsc3)c(-c3cnc(OC)nc3)c21 (centres undefined) | -7
NC(CCc1ccccc1)c1csc(Nc2ccccn2)n1 (centres undefined) | -5
O=C(NCc1ccco1)c1cccc2c1C(=O)c1ccc(N3CCC(N4CCCCC4)CC3)cc1S2(=O)=O | -2
CN(C)CCN1CCN(C(c2ccnc3ccccc23)c2nnnn2-c2ccc3c(c2)OCCO3)CC1 (centres undefined) | -4
Cn1cc(-c2coc3c(C(=O)Nc4ccccc4)cccc23)cn1 | -4
CC(C)(C)OC(=O)C1=C(CO)CS[C@@H]2[C@H](NC(=O)Cc3ccccc3)C(=O)N12 | 0
COC(=O)C[C@@H]1C[C@@H]2c3cc(NC(=O)Cc4ccncc4)ccc3O[C@@H]2[C@@H](CO)O1 | -6
CC(=O)Nc1ccc(S(=O)(=O)NCCc2ccc3c(c2)OCCO3)cc1 | -7
N#CCCCC1(CCCC#N)OCCO1 | -3
Cc1ccc(NC(=O)CN(C)C(=O)c2ccccn2)cc1 | -4
O=C(CS(=O)(=O)c1ccc(Cl)cc1)N1CCN(c2ccccc2)CC1 | -7
Cc1ccc([C@H]2C[C@H](O)[C@@H](n3cc(C4CC4)nn3)CN2C(=O)C2CCCCC2)cc1 | -6
COc1ccccc1Nc1ccc2c(O)cc(S(=O)(=O)O)cc2c1 | -5
CN(c1ccc(OCC(=O)Nc2ccc(S(N)(=O)=O)cc2)cc1)S(=O)(=O)c1ccc(F)cc1 | -6
CNC(C)C(=O)NC(C(=O)N1CCCC1C(=O)Nc1ccc2[nH]ccc2c1)C(C)C (centres undefined) | -5
COc1ccc(-c2cc3c(c4c2ccn4C)C2CCC3C2)cc1OC (centres undefined) | -8
C#CCN1C[C@@]2(O)CC[C@@H](O)[C@@H](OC)[C@@H]2[C@@]1(C)[C@H](O)CC=C(C)C | -8
CCOC1=C2[C@H](c3ccccc3F)N(S(=O)(=O)c3ccc(C)cc3)C[C@H]2n2c(=O)n(-c3ccccc3)c(=O)n2C1 | -3
CCO/C(C)=N/Oc1cncnc1 | -6
COc1ccc(NC(=O)c2sc(=O)n(Cc3ccc(SC)cc3)c2C)cc1OC | 2
C[C@H]1CN([C@@H](C)CO)C(=O)CCCn2cc(nn2)CO[C@@H]1CN(C)C(=O)CCC(F)(F)F | -8
CC(C)C1Cc2[nH][nH]c(=O)c2C(C2CC2)O1 (centres undefined) | -6
Cc1ccc2nc(-c3cccc(Br)c3)c(Cc3ccsc3)n2c1 | -6
O=C1c2ccccc2C(=O)c2c(/C=C/N3CCCCC3)ccnc21 | -2
NCC(=O)NCC(=O)NC1(C(=O)O)CCCC1 | 1
Cc1cc(C(=O)Nc2ccncc2)c(C)o1 | 0
Cn1ccc2c(N3CCCCC3)cc3c(c21)C1CCC3O1 (centres undefined) | -5
COc1ccc(-c2coc3c(C(=O)NC(C)C)cccc23)c(C)c1 | -5
COc1ccc2c(c1)CO[C@@]21O[C@H](CCO)C[C@H](O)[C@H]1O | -6
C[C@@H]1CN([C@H](C)CO)C(=O)CCCn2cc(nn2)CO[C@H]1CN(C)C(=O)c1cc(-c2ccccc2)on1 | -2
CCc1nc2c(OCc3ccc(C(F)(F)F)cc3)cccn2c1N(C)C(=O)C1CC1 | -3
CCCS(=O)(=O)NC(=O)C1(C)CCCN(C(=O)c2cccc(C(F)(F)F)c2)C1 (centres undefined) | -4
COCCN(Cc1ccc(C)cc1)C(=O)[C@H]1O[C@@H](n2cnc(C(N)=O)n2)[C@H](O)[C@@H]1O | -7
O=C1NC(Cc2ccc(O)cc2)c2nc3cc(Cl)ccc3c(=O)n2-c2cc(Cl)ccc21 (centres undefined) | -4
C[C@H](CO)N1C[C@H](C)[C@H](CN(C)S(=O)(=O)c2cccc(C#N)c2)OCc2cnnn2CCCC1=O | -5
CC1CCCCC12NC(=O)N(CC(=O)Nc1cccnc1)C2=O (centres undefined) | 2
O=C1C2CC=CCC2C(=O)N1c1nccs1 (centres undefined) | -4
Brc1cccc(CN2CCN(c3ncc(Cc4ccccc4)cn3)CC2)n1 | -9
CC(C)c1[nH]nc2c1C(c1ccc3c(c1)OCO3)NC2=O (centres undefined) | -3
C[C@@H]1CNC(=O)c2c(C(=O)N(C)Cc3ccccc3)ncn21 | -7
O=C1/C(=C\c2ccc(Cl)cc2)CCC1CNc1ccc(Cl)cc1 (centres undefined) | 0
COC(=O)[C@]12CCCCC=C1N(CCC1=CCCCC1)C(=O)[C@H](CC(=O)NCc1cccs1)C2 | -5
COc1cc(C(O)c2nc(-c3cc4ccccc4o3)cs2)ccc1F (centres undefined) | -2
COc1cc(NC(=O)CNc2cccc(S(=O)(=O)N3CCOCC3)c2)cc(OC)c1 | -3
COC(=O)[C@]12C[C@H](CC(=O)NCCCCc3ccccc3)C(=O)N(Cc3ccccc3)C1=C[C@H](C(C)C)O[C@@H]2C1CC1 | -8
CCN(CC)C(=O)[C@H]1C[C@H](CC(=O)NCCc2ccccn2)C(=O)N2CCc3c([nH]c4ccc(Cl)cc34)[C@]12C | -5
COc1ccc(-c2cc(NC=O)c3ncc(-c4ccc(OC)c(OC)c4)n3c2)cc1 | 2
CC(=NNc1ccc2ccccc2n1)c1ccccn1 | -9
CC(=O)Nc1cc(-c2ccc(CO)cc2)cn2c(-c3ccc(F)cc3)cnc12 | -7

Other compounds follow.
SMILES | GalR3 antag
CCCNC(=O)c1cc(C2CCCN(C(=O)C3CCCCC3)C2)on1 (centres undefined) | -2
Cc1cc(C)c(C(=O)CC(=O)c2cccnc2)c(C)c1 | -5
CC1CC(C)CN(C(=O)COC(=O)/C=C/c2cccc([N+](=O)[O-])c2)C1 (centres undefined) | -1
O=C(O)c1ccc(Cn2cnc3c(=O)[nH]cnc32)cc1 | -1
CC(C)c1ccc2c(c1)CC[C@H]1[C@](C)(CN)CCC[C@]21C | -3
Cc1c(C(=O)N2CCC(C)(C(=O)NS(=O)(=O)C3CC3)C2)oc2ccccc12 (centres undefined) | -5
C=CCNc1nc(NCCNC(C)=O)c2sc(-c3ccccc3)cc2n1 | -4
CN(C(=O)COC(=O)c1cccs1)c1ccccc1 | -6
COc1ccc(CCNC(=O)Nc2nnc([C@@H]3C[C@H](O)[C@@H](CO)O3)s2)cc1OC | -3
CC1(C(=O)NS(=O)(=O)c2ccc(F)cc2F)CCN1C(=O)c1ccc(C2CCCCC2)cc1 (centres undefined) | -1
C[C@]12c3[nH]c4cc(-c5ccco5)ccc4c3CCN1C(=O)[C@@H](CC(=O)NCC13CC4CC(CC(C4)C1)C3)C[C@@H]2C(=O)N1CCCCC1 | -2
CNc1cc(C(=O)Nc2cccc(OCc3ccccc3)c2)ncn1 | -6
COc1ccc(C(=O)NCC2CCN(C(=O)C(=O)c3cccs3)CC2)c(OC)c1 | -3
CSc1cccc(NC(=O)C2CC(=O)N(c3ccc4c(c3)OCCO4)C2)c1 (centres undefined) | -4
CN(Cc1ccccc1)C(CNS(=O)(=O)c1ccccc1)c1ccccc1 (centres undefined) | -9
Cc1ccc(CN2CC=CS2(=O)=O)cc1 | -6
CN(c1ccccc1)c1ncnc2c1ncn2C | -7
CC1(C(=O)NS(=O)(=O)c2cccc(C#N)c2)CCN1C(=O)C/C=C/c1ccccc1 (centres undefined) | 0
CN(CCCn1ccc(N)nc1=O)Cc1ccco1 | -5
c1ccc(-c2cc3nc(NCc4cccs4)ccn3n2)cc1 | -4
COC(=O)c1cc2c(c3c4ccccc4n(S(=O)(=O)c4cccc(C)c4)c13)C(=O)N(Cc1ccccc1OC)C2 | -1
CC1=NC2=CC=CC3=NC(C(Cl)(Cl)Cl)=NC(=N1)N23 | -10
COc1ccc(C=NNC(=S)NC23CC4CC(CC(C4)C2)C3)cc1OC | -3
CC1(c2ccccc2)NC(=O)N(CC(=O)NCCN2C(=O)S/C(=C\c3cccnc3)C2=O)C1=O (centres undefined) | -6
COCCN1C(=O)COc2ccccc2C1C(=O)NC(C)(C)C (centres undefined) | -2
Clc1ccc2c(NCCNC3CCCCC3)ccnc2c1 | 2
CCCCCCCCN1C(=O)[C@H](CC(=O)N2CCOCC2)C[C@@]2(C(=O)OC)CC(C)(C)CC=C12 | -7
O=C1CCC[C@@H]2Cc3nc4ccccc4cc3[C@@H]3CCN1[C@H]23 | -6

Gathered by group: those above containing fluorine.
SMILES | GalR3 antag
CC1=C(C(=O)N(C(C)C)C(C)C)CC(CC(=O)NCC2CCCCC2)C(=O)N1Cc1ccc(F)cc1 (centres undefined) | -1
COc1ccc(NC(=O)/C(N=Nc2cccc(S(=O)(=O)Nc3ccc(SC(F)F)cc3)c2)=C(\C)O)cc1 | -3
CC(C)=CCC[C@H](C)CC1Cc2[nH]c(=S)[nH]c(=O)c2C(c2ccc(F)cc2)O1 (some centres undefined) | -2
Cc1cccnc1C(NC(=O)C1CCN(Cc2ccc(Cl)cc2)CC1)c1ccc(F)cc1 (centres undefined) | -1
Fc1cccc(Cc2c(-c3cccc(Br)c3)nc3ccc(Cl)cn23)c1 | 4
O=C(C(=O)N1CCN(S(=O)(=O)c2ccc(Cl)cc2)CC1)c1cccc(C(F)(F)F)c1 | -3
CN(c1ccc(OCC(=O)Nc2ccc(S(N)(=O)=O)cc2)cc1)S(=O)(=O)c1ccc(F)cc1 | -6
CCOC1=C2[C@H](c3ccccc3F)N(S(=O)(=O)c3ccc(C)cc3)C[C@H]2n2c(=O)n(-c3ccccc3)c(=O)n2C1 | -3
C[C@H]1CN([C@@H](C)CO)C(=O)CCCn2cc(nn2)CO[C@@H]1CN(C)C(=O)CCC(F)(F)F | -8
CCc1nc2c(OCc3ccc(C(F)(F)F)cc3)cccn2c1N(C)C(=O)C1CC1 | -3
CCCS(=O)(=O)NC(=O)C1(C)CCCN(C(=O)c2cccc(C(F)(F)F)c2)C1 (centres undefined) | -4
COc1cc(C(O)c2nc(-c3cc4ccccc4o3)cs2)ccc1F (centres undefined) | -2
CC(=O)Nc1cc(-c2ccc(CO)cc2)cn2c(-c3ccc(F)cc3)cnc12 | -7
CC1(C(=O)NS(=O)(=O)c2ccc(F)cc2F)CCN1C(=O)c1ccc(C2CCCCC2)cc1 (centres undefined) | -1

Some of the compounds tested; rates above refer to the full screens.
